WT yeast gro inh: growth inhibition of WT yeast, mitochondrial fusion screen | hit rate 2.1% among 190,000 | mitochondrial fusion phenotypic screen, WT strain | inhibition, % at 10 µM; in the data active means inhibition above about 58%; tested in S. cerevisiae
RSV CPE inhibition: RSV antiviral activity via CPE protection, HEp-2 cells, primary 10 µM value included (AID 2391); CPE inhibition, % at 10 µM; hits with a dose series show IC50 in µM; hit rate 0.13% among 310,000; HEp-2 cells, RSV-induced CPE inhibition; higher % means a stronger effect; in the data active means a potency from the dose series; inconclusive means CPE inhibition mostly from about 23% at the one dose, without a potency; inactive means the rest, 99 in 100 with CPE inhibition below about 21%; further: strong numbers were not always called active
XIAP antagonists: small molecules displacing peptide from XIAP – biochemical, IAP family, fluorescence polarization (AID 1018). XIAP BIR domain, fluorescence polarization peptide displacement; higher % means a stronger effect. displacement, % at 20 µM, or IC50 in µM where a hit was titrated. hit rate 0.007% among 200,000; in the data active means displacement above about 50%; further: a part of the inactive calls stands beside numbers as strong as those of hits
NS5 inhibitors: Dengue-2 NS5 methyltransferase inhibitors, primary screen, biochemical, confirmation dose response (AID 588689); one-dose inhibition, % at 25 µM; IC50 in µM for titrated hits; Dengue-2 NS5 methyltransferase capping enzyme assay, biochemical; higher % means a stronger effect; hit rate 0.3% among 340,000; in the data active means a potency from the dose series; inconclusive means inhibition above about 29% without an active follow-up result
ER stress rescue: rescue of cells from ER stress-induced death, primary screen, 384-well, CSM14.1, thapsigargin, ATP luminescence (AID 1222); CSM14.1 thapsigargin-induced death rescue, ATP luminescence; higher % means a stronger effect; one-dose cellular ATP content (survival), % at 20 µM; EC50 in µM for titrated hits; 190,000 tested, under 10 active;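 active means EC50 below 50 µM in the dose-response confirmation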;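 further: death triggered by thapsigargin at about 15 µM added after 2 h compound pretreatment; cell ATP read after overnight thapsigargin exposure of roughly 18 to 22 hours; normalized against plate controls of thapsigargin alone and 5% DMSO vehicle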
SV40 large T antigen: TAg ATPase/helicase activity blockers – biochemical (AID 1903); SV40 large T antigen ATPase/helicase inhibition assay; higher % means a stronger effect; one-dose inhibition, % at 20 µM; IC50 in µM for titrated hits; hit rate 0.39% among 310,000; in the data active means a potency from the dose series; inconclusive means inhibition mostly from about 32% at the one dose, without a potency; inactive means the rest, 99 in 100 with inhibition below about 32%; further: strong numbers were not always called active
Yfh1-off respiration: enhancers of respiration in Yfh1-depleted yeast, dose response, Friedreich's ataxia, plus single-dose screen (AID 1465); S. cerevisiae Yfh1-off respiration, WST-1 reduction, 72 h; higher fold induction means a stronger effect; fold induction at 50 µM, or EC50 in µM where a hit was titrated; hit rate 0.074% among 220,000;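 active means fold induction of absorbance versus untreated yeast above a set limit, then at least 30% activation at any dose in follow-up; inconclusive means repeats straddling the limit, or above it without dose testing; inactive means fold induction below the set limit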;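 further: activators that raise dye reduction in frataxin-depleted yeast; strong numbers were not always called active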
West Nile virus CPE: inhibition of WNV-induced cytopathic effect – cell-based, CPE readout (AID 1621) | West Nile virus-infected cells, CPE inhibition; higher % means a stronger effect | one-dose CPE inhibition, % at 10 µM; IC50 in µM for titrated hits | hit rate 0.02% among 290,000; in the data active means a potency from the dose series; inconclusive means CPE inhibition mostly from about 3.7% at the one dose, without a potency; inactive means the rest, 99 in 100 with CPE inhibition below about 2.2%; further: strong numbers were not always called active
K1F lysis inhibition: protection from phage-mediated lysis, alamar blue read-out – E. coli UTI89, K1F phage, bacterial capsule biogenesis inhibitors (AID 488966) | E. coli UTI89 K1F phage lysis, alamar blue, 2 h; higher % means a stronger effect | inhibition, % at 100 µM, or IC50 in µM where a hit was titrated | hit rate 0.02% among 340,000;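 active means phage lysis inhibition, versus mean bacterial control, above a set limit; inconclusive means no clear call, values can overlap the other calls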;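 further: capsule biogenesis inhibitors block K1F phage lysis so surviving cells raise fluorescence; higher fluorescence means more inhibition of phage lysis; actives were called in the ten point dose series up to 300 µM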
WT yeast gro inh mutant strain: further read-out of WT yeast gro inh, marked with its call; inhibition, %; mitochondrial fusion phenotypic screen, mutant strain inhibition
NS5 inhibitors pilot replicate: recorded beside NS5 inhibitors, whose call it bears; inhibition, %; measured here: pilot screen replicate inhibition
An asterisk follows results filed as active; i = inactive; u = inconclusive; x = not tested or not shown; [ ] = remark or other dose.

SMILES | WT yeast gro inh | WT yeast gro inh mutant strain | RSV CPE inhibition | XIAP antagonists | NS5 inhibitors | ER stress rescue | SV40 large T antigen | Yfh1-off respiration | West Nile virus CPE | K1F lysis inhibition | others
COC(=O)C1=C(C)N(CCCC(=O)O)C(=O)NC1c1cccs1 (stereo not drawn) | 1 | -24 | 2.7% | -21% | 4% | -4.6% | 1% | i | 0.1% | 1.4%
CC(O)CNc1nc2c(c(=O)n(Cc3ccc(Br)cc3)c(=O)n2C)n1C (stereo not drawn) | x | x | 1.2% | x | 3% | x | 9% | x | 1.1% | 0.1% | NS5 inhibitors pilot replicate=-3.6
COc1ccc(Nc2nc(-c3ccc(OC)cc3)c(CCC(=O)O)s2)cc1 | x | x | 4.9% | x | 14% | x | 22% | i | 0.5% | 0.3%
O=C(CNC(=O)Cn1cnc2sc3c(c2c1=O)CCCC3)NCc1ccccn1 | -5 | -32 | 0.7% | -6.8% | -3% | 0.0% | 5% | i | 0.4% | 2.6%
CCOc1cc(C(=O)OCC(=O)c2c[nH]c3ccccc23)ccc1OCC(=O)N1CCOCC1 | -2 | -14 | 0.3% | -3.2% | -3% | -0.3% | -3% | i | 0.2% | 1.8%
CC(c1ccccc1)N1C(=O)c2ccccc2C1O (stereo not drawn) | -4 | 3 | 0.0% | -3.8% | 1% | 0.7% | 5% | i | -0.3% | 0.4%
O=C(OCC(=O)c1ccccc1Br)c1ccncc1 | 0 | 4 | -0.1% | -10% | -6% | -0.6% | -2% | i | 0.0% | 0.9%
Cc1ccc(C(=O)N[C@H](C(=O)Nc2cc(Cl)cc(Cl)c2)C(C)C)cc1 | -9 | 22 | 1.7% | 1.0% | -6% | 9.1% | 20% | i | -0.4% | 0.6%[50 µM]
COc1ccc(Br)cc1/C=N/NC(=O)C[n+]1ccccc1 | x | x | -0.2% | x | -4% | x | 4% | x | -0.4% | 0.1%
COc1cccc(OC)c1C(=O)Nc1nc2ccc([N+](=O)[O-])cc2s1 | 4 | -9 | 5.3% | 0.3% | 1% | -1.8% | 12% | i | -0.4% | 0.1%
O=C(COC(=O)c1cccnc1Cl)Nc1ccc2c(c1)OCCO2 | -17 | -1 | 1.3% | -5.9% | -2% | -0.8% | -2% | i | 0.1% | 0.3%
O=C(Nc1ccccc1)C1C2CCC3C(CCC21)C3(Cl)Cl (stereo not drawn) | 19 | 20 | 2.1% | -5.5% | 1% | -0.6% | 18% | i | 0.4% | 0.5%
CC(C)c1nnc(NC(=O)CN2C(=O)c3ccccc3C2=O)s1 | 0 | 1 | 0.3% | -0.8% | 1% | -1.6% | 18% | i | -0.2% | 6.2%
CNc1nc(N/N=C/c2cc3c(cc2[N+](=O)[O-])OCO3)nc(Nc2ccccc2)n1 | 14 | -6 | -0.7% | -2.2% | -4% | 0.7% | 4% | i | -0.5% | 1.3%
COc1cc(/C=C2/SC(=S)N(Cc3ccccc3)C2=O)cc(Cl)c1O | x | x | 13% | x | u | x | 11% | x | -1.1% | -2.0%[50 µM]

Quoted at random: 3 compounds from above.
SMILES | WT yeast gro inh | WT yeast gro inh mutant strain | RSV CPE inhibition | XIAP antagonists | NS5 inhibitors | ER stress rescue | SV40 large T antigen | Yfh1-off respiration | West Nile virus CPE | K1F lysis inhibition | others
Cc1ccc(C(=O)N[C@H](C(=O)Nc2cc(Cl)cc(Cl)c2)C(C)C)cc1 | -9 | 22 | 1.7% | 1.0% | -6% | 9.1% | 20% | i | -0.4% | 0.6%[50 µM]
COc1ccc(Nc2nc(-c3ccc(OC)cc3)c(CCC(=O)O)s2)cc1 | x | x | 4.9% | x | 14% | x | 22% | i | 0.5% | 0.3%
CC(O)CNc1nc2c(c(=O)n(Cc3ccc(Br)cc3)c(=O)n2C)n1C (stereo not drawn) | x | x | 1.2% | x | 3% | x | 9% | x | 1.1% | 0.1% | NS5 inhibitors pilot replicate=-3.6

Additional compounds:
SMILES | WT yeast gro inh | WT yeast gro inh mutant strain | RSV CPE inhibition | XIAP antagonists | NS5 inhibitors | ER stress rescue | SV40 large T antigen | Yfh1-off respiration | West Nile virus CPE | K1F lysis inhibition | others
CCCCn1c(N)c(NCC(C)C)c(=O)[nH]c1=O | -8 | -9 | 0.4% | -8.7% | -6% | -1.5% | 8% | i | 0.1% | 1.2%[50 µM]
CNC(=S)Nc1cc(OC)c(NC(=O)c2ccco2)cc1OC | -5 | -11 | -1.2% | -0.1% | -7% | 4.5% | -6% | i | 0.8% | -0.8%
CC(SC1=NCCS1)C(=O)Nc1nnc(-c2ccc(F)cc2)s1 (stereo not drawn) | -1 | -6 | 0.6% | -3.2% | 0% | -1.4% | 6% | i | -0.3% | 2.6%
CCOC(=O)c1ccc(NS(=O)(=O)c2ccc3c(c2)CCCN3C(C)=O)cc1 | 0 | 14 | 8.5% | -4.8% | 4% | x | -2% | i | -0.4% | 1.7%
COc1ccc2cc(C)c3nnc(SCC(=O)Nc4nc(-c5ccccc5)cs4)n3c2c1 | 16 | 5 | -0.4% | -1.7% | -5% | -0.6% | 23% | i | u | 1.2%
O=C(CCC(F)(F)F)N1CCCC(CO)(CCc2ccccc2)C1 (stereo not drawn) | x | x | 1.3% | x | -12% | x | 10% | x | -1.1% | -1.1%
O=C(CN(CC1CCCO1)C(=O)CNS(=O)(=O)c1ccccc1)NCc1ccccc1 (stereo not drawn) | 8 | 1 | -0.3% | -0.7% | 1% | x | 3% | i | -0.1% | 0.5%
COc1ccc(C(=O)COC(=O)CCNS(=O)(=O)c2ccc(NC(C)=O)cc2)c(OC)c1 | x | x | -0.5% | x | -14% | x | 6% | x | x | 0.9%[50 µM]
COc1ccc(NC(=O)[C@@H]2CC=C[C@@H]3CCN(Cc4ccccc4)C(=O)[C@@H]32)cc1 | x | x | 0.3% | x | 0% | x | 14% | i | -0.3% | -0.1%
O=C(Cc1noc2ccccc12)NNC(=S)Nc1ccccc1 | 10 | 9 | 1.0% | -2.0% | -1% | -0.5% | 14% | i | 0.2% | 0.2%
O=C(NCCn1cc(SCC(=O)N2CCOCC2)c2ccccc21)c1ccccc1 | 5 | -2 | 0.8% | -7.8% | 3% | x | 7% | i | 0.0% | -0.1%
O=C1c2cccc(OCC(=O)N3N=C(c4cccs4)CC3c3ccc(F)cc3)c2CCN1Cc1ccccc1 (stereo not drawn) | 1 | 0 | 4.3% | -3.7% | 0% | -2.7% | 4% | i | -0.8% | 6.5%
Cc1ccc2nc(NC(=O)c3cccs3)sc2c1 | 17 | 13 | 5.8% | -3.7% | -1% | 0.4% | 4% | i | 0.3% | 0.4%
CC(=O)C1=C(O)C(=O)N(c2ccc(Br)cn2)C1c1cccc([N+](=O)[O-])c1 (stereo not drawn) | x | x | 14% | x | 3% | x | 2% | x | -0.1% | 0.2%
Cc1cc(C(=O)NC(C)CCC(C)C)c2ccccc2n1 (stereo not drawn) | -2 | -2 | -1.3% | -5.6% | -6% | -1.0% | 8% | i | -0.2% | 0.1%
OCCOCCn1c(C(CO)Nc2nc(-c3ccc(F)cc3)cs2)nc2ccccc21 (stereo not drawn) | x | x | 0.2% | x | -3% | x | 10% | i | -0.3% | 1.9%
CCCC(=O)N1CCCC(C(=O)c2cccc(OC(C)C)c2)C1 (stereo not drawn) | x | x | 2.0% | x | -13% | x | 6% | x | -1.2% | 0.0%
CCOC(=O)C1(CCSC)NC(c2ccco2)C2C(=O)N(C)C(=O)C21 (stereo not drawn) | 7 | 16 | 1.3% | -1.9% | 4% | 0.1% | 11% | i | -0.4% | 4.1%
COc1ccc(CCC(=O)NCc2cccc(C(F)(F)F)c2)cc1 | x | x | 0.0% | x | 1% | x | 9% | x | -0.2% | 0.2%
O=C(O)C(c1ccccc1)C(c1ccccc1)c1ccccc1 (stereo not drawn) | -8 | -21 | 2.3% | -5.0% | -3% | -1.6% | 2% | i | x | 0.0%
CCC(C)NC(=O)c1c(F)c(F)c(F)c(F)c1F (stereo not drawn) | -18 | 21 | 0.1% | -1.6% | 5% | -3.6% | 11% | i | 0.4% | 0.6%
O=C(NCc1ccccn1)C(=O)NCC1OCCN1C(=O)c1ccc(Cl)cc1 (stereo not drawn) | x | x | 2.5% | x | -5% | x | -5% | x | 0.6% | -0.5%[50 µM]
Cc1ccc(NC(=O)C2CCCN(C(=O)c3ccc(Cl)cc3)C2)cc1 (stereo not drawn) | 8 | -5 | -0.7% | 3.2% | 1% | -0.4% | 12% | i | -0.7% | -2.0%
Cc1cc(N2CCN(C)CC2)nc2ccc(NC(=S)NCCCN3CCc4ccccc4C3)cc12 | 10 | -11 | -0.4% | -16% | -12% | -0.1% | 14% | i | u | 0.0%
COc1ccc(OC)c(NC(=O)NC2CCCCCCC2)c1 | x | x | 2.9% | x | -3% | x | 30% | x | -1.2% | 1.8%[50 µM]
COc1ccc(CNC(=O)CNC(=O)c2ccc(Br)o2)cc1OC | x | x | -0.2% | x | 2% | x | 8% | x | -0.1% | 0.1%
COc1ccc(COC[C@H](C)[C@H](O)[C@@H](C)[C@H]2OC(=O)[C@@H]2C)cc1 | x | x | -1.0% | x | -5% | x | 0% | i | 0.0% | 0.6%
CC(=O)N1CCN(c2cccc(C)c2C)CC1 | -14 | -5 | 4.1% | -3.4% | -2% | 2.8% | 8% | i | -0.3% | 0.9%
CN1C(=O)C(O)(C2CCCCCC2=O)c2ccccc21 (stereo not drawn) | x | x | -1.1% | x | -9% | x | 4% | x | -0.1% | -0.8%
Cc1ccc(-c2cn3c(=O)cc(C)[nH]c3n2)cc1 | -5 | 1 | 1.0% | -2.3% | -3% | -4.1% | 2% | i | -0.6% | 0.1%
CC(C)NC(=O)NC(=O)COc1c(F)c(F)cc(F)c1F | -10 | 4 | 1.0% | -4.7% | -8% | -4.6% | 1% | i | -0.1% | 0.7%
O=C(COc1ccccc1)Nc1ccc(S(=O)(=O)N2CCOCC2)cc1 | 0 | 2 | 2.8% | -1.5% | -1% | -2.5% | 3% | i | -0.1% | 0.2%
Cc1cc(C)cc(NC2=NCC(=O)N2Cc2ccccc2)c1 | -11 | -23 | 0.3% | -3.2% | 2% | -0.4% | 6% | i | -0.8% | 1.6%
Cc1ccc(-n2c(O)c(/C=C3/C(c4ccccc4)=Nc4ccccc43)c(=O)[nH]c2=O)cc1 | 19 | 24 | 6.3% | -2.9% | 7% | 1.1% | 38% | i | -0.4% | 3.5%
Cc1ccc(SCc2ccc(C(=O)N3CCCC3)cc2)cc1 | 29 | 19 | 14% | -4.8% | -7% | -1.2% | 7% | i | -1.5% | 0.5%
Cn1c2ccccc2c(=O)c2c(O)cccc21 | 17 | 22 | 20% | -5.0% | -6% | -0.9% | 9% | i | -0.6% | -0.2%
CCOC(=O)N/N=C(\C)c1cccs1 | -1 | -9 | -0.8% | -6.2% | -1% | -0.2% | 5% | i | 0.1% | 1.6%
NS(=O)(=O)c1ccc(NS(=O)(=O)c2ccc(C3CNC(=O)C3)cc2)cc1 (stereo not drawn) | x | x | -0.5% | x | 1% | x | 3% | x | 0.4% | 0.4%

High-throughput results: PubChem BioAssay, several laboratories
